Screens as filed in PubChem.
CRFBP-R2 agonist = agonists of human CRF-binding protein/CRF-R2 receptor complex | AID 588473 | 0.46% of 350,000 active | HEK293 CRF-R2/CRF-BP, calcium dye fluorescence (FLIPR); percent of saturating CRF peptide response | activation, % at 13.2 µM;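 active means activation of at least 50%, plus an integration ratio under a set limit after plate pattern correction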;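 further: plate controls were neutral control wells without compound for no effect and CRF at EC100 for full effect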
CRFR2-BP antag = CRF-BP/CRF-R2 complex antagonism | inhibition, % at 11.8 µM | HEK293 CRF-R2/CRF-BP, CRF-induced calcium fluorescence | 0.59% of 350,000 active | AID 588475;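 active means inhibition of the ligand-induced calcium signal above about 50% at the single tested concentration, limit read from the data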
PHOSPHO1 inh = blocks human PHOSPHO1 phosphatase activity; recombinant PHOSPHO1, absorbance phosphatase assay; inhibition, % at 13.3 µM; 1.1% of 290,000 active; AID 1565; in the data active means inhibition above about 60%
pCIP destab = compounds decreasing mouse p/CIP protein stability; Q05BA5; F442A p/CIP-EGFP cells, EGFP fluorescence, 16 h; decrease of EGFP signal, % at 10 µM; 0.01% of 290,000 active; AID 1984;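 active means EGFP signal decrease of at least 30% at 10 µM or well 3 SD below plate mean, unless failing retest; inactive means the rest, including hits failing retest or dose response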; further: some compounds called inactive have numbers as strong as hits; many of its hits are not listed in these tables
Target sequence (Q05BA5 1-1403): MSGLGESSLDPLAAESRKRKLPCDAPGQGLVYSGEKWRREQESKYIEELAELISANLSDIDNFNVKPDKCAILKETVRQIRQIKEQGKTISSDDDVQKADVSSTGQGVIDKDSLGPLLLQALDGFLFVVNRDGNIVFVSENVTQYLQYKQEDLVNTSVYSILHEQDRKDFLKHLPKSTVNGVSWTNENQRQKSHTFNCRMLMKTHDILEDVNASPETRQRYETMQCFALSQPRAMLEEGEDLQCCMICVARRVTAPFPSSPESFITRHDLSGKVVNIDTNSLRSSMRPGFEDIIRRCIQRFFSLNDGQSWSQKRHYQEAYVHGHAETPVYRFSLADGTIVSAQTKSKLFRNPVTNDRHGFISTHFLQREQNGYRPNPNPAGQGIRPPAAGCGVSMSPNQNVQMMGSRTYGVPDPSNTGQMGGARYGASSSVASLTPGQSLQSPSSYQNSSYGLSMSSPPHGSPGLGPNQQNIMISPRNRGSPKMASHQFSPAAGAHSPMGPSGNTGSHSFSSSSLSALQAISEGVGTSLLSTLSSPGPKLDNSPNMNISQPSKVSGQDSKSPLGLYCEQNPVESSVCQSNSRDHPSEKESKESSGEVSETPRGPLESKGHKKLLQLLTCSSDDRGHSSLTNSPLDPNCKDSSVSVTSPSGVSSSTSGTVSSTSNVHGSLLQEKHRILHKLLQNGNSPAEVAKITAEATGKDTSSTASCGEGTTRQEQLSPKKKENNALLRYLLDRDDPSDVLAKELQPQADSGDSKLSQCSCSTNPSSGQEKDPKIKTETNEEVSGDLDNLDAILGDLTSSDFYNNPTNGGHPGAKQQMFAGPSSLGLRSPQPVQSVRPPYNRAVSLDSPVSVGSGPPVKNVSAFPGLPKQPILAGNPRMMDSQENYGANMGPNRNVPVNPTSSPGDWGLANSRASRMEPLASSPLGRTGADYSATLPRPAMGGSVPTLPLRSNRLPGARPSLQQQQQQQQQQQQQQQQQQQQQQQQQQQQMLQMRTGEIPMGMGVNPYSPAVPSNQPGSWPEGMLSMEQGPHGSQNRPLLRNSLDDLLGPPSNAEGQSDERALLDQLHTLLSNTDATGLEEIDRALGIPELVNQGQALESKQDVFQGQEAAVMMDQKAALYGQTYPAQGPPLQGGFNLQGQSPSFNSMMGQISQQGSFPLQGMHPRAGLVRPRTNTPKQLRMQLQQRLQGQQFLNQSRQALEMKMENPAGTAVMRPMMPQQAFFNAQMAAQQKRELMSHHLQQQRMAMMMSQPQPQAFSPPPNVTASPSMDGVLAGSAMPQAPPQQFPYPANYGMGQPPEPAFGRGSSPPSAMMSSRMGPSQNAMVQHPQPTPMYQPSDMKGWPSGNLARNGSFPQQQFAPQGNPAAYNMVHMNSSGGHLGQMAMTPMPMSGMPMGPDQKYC
IDE cell activ = activators of human insulin-degrading enzyme in cells; HEK cells, FAbeta-B cleavage, fluorescence polarization; 0% vehicle, 100% cell-free pure enzyme wells; P14735; 0.073% of 340,000 active; activation, % at 5.96 µM; AID 493087;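 active means activation above the mean of all tested compounds plus 3 SD, set per screening campaign, cut at about 17% in these data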
MEKK3 PB1 HTS = MEKK3-MEK5 PB1 interaction, increase or decrease. Q99759. bead-based flow cytometry, Alexa488-MEK5 binding to MEKK3; actives lie on both sides; 0 = blocked by unlabeled MEK5, 100 = vehicle. binding response (% of control), % at 10 µM. 1.4% of 290,000 active. AID 1529;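 active means binding response more than 3 SD above or below the average of its plate-row segment, actives on both sides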;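 further: Alexa488 bead fluorescence after subtracting the streptavidin-only scavenger bead signal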
GalR3 antagonist = blocks the human galanin receptor 3; O60755; HEK293 GalR3-CNG cAMP membrane potential fluorescence; galR3 body fused to GalR1 C-terminus; inhibition, % at 3 µM; 0.44% of 360,000 active;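 active means inhibition above the screen-wide average plus 3 SD, cut at about 13% in these data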;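 further: forskolin and galanin both at EC90 stimulate the cells; cAMP rise reported by CNG channel membrane potential dye signal; 0% = forskolin plus galanin with DMSO and 100% = forskolin alone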
M4 PAM = potentiates acetylcholine response at human M4 receptor; activation, % at 3 µM; 0.4% of 360,000 active; CHO-K1 hM4/Gqi5, Fluo-8 calcium fluorescence, ACh EC20; 0% = ACh EC20, 100% = maximal ACh; P08173;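 active means activation above its plate's cutoff, the mean activation of sample wells plus 3 SD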; further: some results filed as inactive read as strong as hits
IDE inh = cellular human IDE inhibition; P14735; HEK cells, FAbetaB cleavage, fluorescence polarization; inhibition, % at 5.59 µM; 0.41% of 320,000 active; AID 434962;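 active means percent inhibition above the average of all tested compounds plus 3 SD, set per screening campaign, cut at about 16% in these data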;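 further: IDE supplied by intact live HEK cells; FP after avidin binding of uncleaved biotin substrate so inhibition keeps polarization high; 0% = DMSO wells and 100% = 60 µM reference IDE inhibitor Ii1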
An asterisk follows results filed as active; nt = no result given.

CRFBP-R2 agonist	CRFR2-BP antag	PHOSPHO1 inh	pCIP destab	IDE cell activ	MEKK3 PB1 HTS	GalR3 antagonist	M4 PAM	IDE inh	Molecule
-1.1	-1	7	-17	-4	92	-5	-25	3	CCSc1nnc2n(-c3ccc(OC)cc3)c(=O)c3c4c(sc3n12)CCCC4
-0.2	12	-18	8	4	99	-8	1	5	COc1ccc(NC(=O)CN2CCCCCC2)cc1OC
nt	nt	1	10	nt	103	nt	nt	6	COC(=O)c1c(NC(=O)CN2CCN(S(=O)(=O)c3ccccc3)CC2)sc2c1CCC(C)C2 (centres undefined)
-0.9	12	27	-1	5	100	-2	2	8	COc1cc(/C=C2\CCc3c2nc2ccccc2c3C(=O)O)cc(OC)c1OC
0.7	29	0	7	-1	97	-6	3	-3	COc1cc(NS(=O)(=O)c2ccc(NC(C)=O)cc2)nc(OC)n1
-3.1	-7	nt	nt	4	nt	-7	-6	nt	C=CCNc1cc(F)ccc1S(=O)(=O)NCC=C
0.5	3	nt	nt	2	nt	-5	0	-1	COc1cc(C)c(NC(=O)c2cc(C3CC3)nc3c2cnn3C(C)C)cc1OC
0.9	-9	11	4	3	nt	-3	23	2	CCCCNC(=O)CCc1c(C)nc2nc(-c3cc(OC)cc(OC)c3)nn2c1C
1.9	-2	27	-12	4	78	-3	3	8	Cc1nn(C)cc1S(=O)(=O)N1CCN(Cc2ccccc2Cl)CC1
0.8	6	1	-1	-1	109	-3	7	1	Cc1ccc(NC(=O)c2cc(NC(=O)C3CC=CCC3C(=O)O)ccc2N2CCOCC2)cc1 (centres undefined)
-0.3	4	-12	0	8	nt	-2	0	5	CCCCCN1CC(O)=C(c2ccccc2)C1=N
-1.0	11	18	-8	6	101	3	1	-9	CCn1nc(C)cc1C(=O)N1CCCC(C(=O)c2ccccc2SC)C1 (centres undefined)
-0.5	-13	41	10	0	102	-5	8	-3	c1ccc2c(Nc3nc4c(s3)CCCC4)cccc2c1
6.4	-20	50	-11	3	91	-1	14	0	Cc1ccc(-n2nc3ccc(NC(=O)C(C)C)cc3n2)cc1
0.3	1	-7	-9	0	79	-1	-8	-1	Cc1c(-c2ccco2)[n+](=O)c2c(n1[O-])CCCCC2
0.0	3	41	2	3	99	-11	-7	1	CCc1[nH]nc(C(=O)NC2CCCN(Cc3ccccc3F)C2)c1C (centres undefined)
-0.5	59*	33	-13	3	nt	-2	-2	1	CCCCOc1ccccc1C1C(C(=O)OC)=CN(CC)C=C1C(=O)OC
0.4	7	nt	nt	-1	nt	-6	-7	3	COc1ccc(S(=O)(=O)N2CCOC23CCN(S(=O)(=O)c2cc(F)ccc2F)CC3)cc1
0.8	-16	14	4	2	103	6	0	-1	CCN(CCCn1c(=S)[nH]c2ccc(N3CCOCC3)cc2c1=O)c1ccccc1
-0.6	2	1	2	7	102	-10	1	-1	CC12CCC(c3c(C(=O)O)nn(-c4ccccc4)c31)C2(C)C (centres undefined)
-0.1	4	-4	0	5	100	-4	-3	1	O=C(NCCCN1CCCC1=O)c1ccc2c(c1)OCO2
21	-41	-5	-4	-3	100	nt	5	-2	Cn1nc(C(F)(F)F)c(C(=O)Nc2ccc(F)cc2F)c1Sc1ccc(C(F)(F)F)cc1
-3.0	-26	nt	nt	3	nt	-7	13	nt	CCCN(CC)c1ncnc2[nH]ncc12
0.9	1	1	-9	-1	95	-8	-16	1	COc1ccc(NC(=O)c2cccc(Oc3ccc([N+](=O)[O-])cc3Cl)c2)cc1
0.7	-4	27	-27	5	93	-1	-16	1	NC(=S)N/N=C1\CC(c2ccc3c(c2)OCCO3)Oc2ccc(F)cc21 (centres undefined)
2.2	11	-12	-15	3	103	-2	-3	6	CCCCOc1ccc(-c2nnc(-c3ccco3)o2)cc1
-1.1	-11	2	0	5	99	-4	6	1	CC(C)CC(=O)Nc1ccc(C(=O)NN2C(=O)c3ccccc3C2=O)cc1
-2.1	-20	-1	-7	2	95	-3	2	5	Cc1ccc(C(=O)NC(=S)Nc2ccc(NC(=O)c3cccs3)cc2)cc1[N+](=O)[O-]
-1.4	-2	nt	nt	5	nt	-9	0	3	O=C(NC1CCN(Cc2ccccc2)CC1)c1ccccc1NS(=O)(=O)c1ccc(F)cc1
0.2	2	-78	6	0	102	-4	-2	5	S=c1nc2ccccc2c2nc(-c3ccccc3Cl)[nH]n12
-0.3	4	-8	-5	-4	97	-1	-3	4	C=CCn1c(SCC(=O)Nc2nccs2)nnc1-c1ccco1
0.6	10	nt	nt	5	nt	-2	-2	-1	O=C(COC(=O)/C=C/c1ccccc1F)Nc1nnc(-c2ccccc2)o1
1.7	-16	nt	nt	1	nt	-4	-3	-1	Cc1ccc(NC(=O)CN(C)C(=O)c2ccc3[nH]c4c(c3c2)CC(C)CC4)cc1 (centres undefined)
-1.7	3	34	-22	1	99	-3	-3	-1	COc1ccc(C(=O)Nc2cccc(/C(C)=N/NC(=O)c3ccc([N+](=O)[O-])cc3)c2)cc1OC
5.4	-22	7	1	-4	98	-3	0	2	COc1ccc(C)cc1NC(=O)C1CCCCC1C(=O)O (centres undefined)
2.0	-6	20	7	2	105	-5	3	-3	O=C(CNC(=O)c1cc(=O)[nH]c2ccccc12)Nc1ccc(F)c(F)c1
-4.0	19	18	-5	-3	102	-3	18	2	COc1ccnc(Oc2ccc(C)cc2C)c1C#N
1.0	-4	-11	-16	0	99	-11	4	6	Cc1ccc(NC(=O)CN(C)CC(=O)Nc2ccc(N3CCOCC3)cc2)c(C)c1
-0.8	9	nt	nt	6	nt	-3	1	-1	CCN(CC(=O)Nc1ccc(NC(C)=O)cc1)C(=O)/C=C/c1ccccc1
-0.3	-11	3	-6	1	100	2	-4	7	Cc1nc2cc(NC(=O)c3ccc(Br)s3)ccc2s1
-0.3	-18	-2	0	6	104	-5	-8	-2	CCOc1ccc(-n2nnc3c(=O)n(CC(=O)NCc4ccco4)cnc32)cc1
0.4	6	18	-2	-2	104	-4	10	-2	O=C(CN1C(=O)c2ccccc2C1=O)Nc1sc2c(c1C(=O)NCC1CCCO1)CCC2 (centres undefined)
0.0	14	nt	nt	3	nt	-1	10	-3	CCCCCN(C(=O)CCC(=O)OC(C)C(=O)c1ccc(Cl)cc1)c1c(N)n(CCCC)c(=O)[nH]c1=O (centres undefined)
-2.4	11	nt	nt	nt	nt	-6	-1	nt	CC(C)=C(c1ccc(Cl)cc1)c1c(N)ncnc1N
-0.6	5	nt	nt	nt	nt	-6	6	nt	COc1ccc(N2CCN(C(=O)CSc3nnc(C4CC4)n3C3CC3)CC2)cc1
0.1	-5	36	-15	1	101	-5	-2	-1	COc1cc(OC)cc(C(=O)NCC(=O)NC(C)CCc2ccccc2)c1 (centres undefined)
-0.7	3	-1	6	3	104	nt	-7	-1	CCOC(=O)N1CCN(S(=O)(=O)c2ccc3c(c2)CCN3C(=O)C2CCC2)CC1
0.5	-20	29	1	6	101	-2	-9	1	Cc1ccc(S(=O)(=O)N2CCCCC2)cc1C(=O)N(C)CC(=O)Nc1ccc(Cl)c(C(F)(F)F)c1
3.4	-1	31	-7	3	100	3	-2	-5	COc1ccc(/C=N\NC(=O)c2ccccc2Br)cc1COc1c(F)c(F)cc(F)c1F
-4.4	9	-3	-10	-6	98	-1	-13	4	O=C(CCSCc1ccc(Cl)cc1)NCc1ccco1
3.0	2	-68	-10	4	102	2	-1	5	O=C(NNC(=S)Nc1ccccc1)NNC(=S)Nc1ccccc1
0.2	-30	10	3	2	107	5	-1	-3	CCCCCCn1c(CN2CCCC(C)C2)nc2c1c(=O)n(C)c(=O)n2C (centres undefined)
1.3	-7	6	-8	4	100	-3	-5	3	CCOC(=O)c1c(C)[nH]c(C(=O)COC(=O)c2ccccc2NC(=O)c2ccco2)c1C
0.4	17	-23	-18	1	96	-5	0	-13	Cc1cc(C(=O)Nc2ccccc2C(=O)O)ccc1NC(=O)COc1cccc([N+](=O)[O-])c1
-2.9	-3	12	-1	-5	97	-1	-3	5	Cc1cc(C)n2nc(SCC(=O)c3c(N)n(CC(C)C)c(=O)n(C)c3=O)nc2n1
-0.3	10	3	-12	1	99	-2	-5	5	O=C(NCc1ccc(Cl)cc1)c1ccncc1
17	-68	-6	4	-7	107	2	4	-6	CCOC(=O)c1nn(-c2cccc(OC)c2)c2nc(Nc3ccccc3)cc(=O)n12
0.3	-8	-65	-2	-4	105	1	-8	-1	Cc1ccc(C)c(NC(=S)N/N=C/C(C)c2ccccc2)c1 (centres undefined)
-4.8	23	9	-2	-5	101	-7	-16	11	CCCC(=O)N(Cc1cc(=O)[nH]c2ccccc12)c1ccc(C)cc1
5.3	-15	nt	nt	5	nt	-6	3	0	O=C(CN1C(=O)C(=O)N(CCC2=CCCCC2)C1=O)c1c[nH]c2ccccc12

Compounds from the list above containing a nitro group on carbon, in the order listed:
CRFBP-R2 agonist	CRFR2-BP antag	PHOSPHO1 inh	pCIP destab	IDE cell activ	MEKK3 PB1 HTS	GalR3 antagonist	M4 PAM	IDE inh	Molecule
0.9	1	1	-9	-1	95	-8	-16	1	COc1ccc(NC(=O)c2cccc(Oc3ccc([N+](=O)[O-])cc3Cl)c2)cc1
-2.1	-20	-1	-7	2	95	-3	2	5	Cc1ccc(C(=O)NC(=S)Nc2ccc(NC(=O)c3cccs3)cc2)cc1[N+](=O)[O-]
-1.7	3	34	-22	1	99	-3	-3	-1	COc1ccc(C(=O)Nc2cccc(/C(C)=N/NC(=O)c3ccc([N+](=O)[O-])cc3)c2)cc1OC
0.4	17	-23	-18	1	96	-5	0	-13	Cc1cc(C(=O)Nc2ccccc2C(=O)O)ccc1NC(=O)COc1cccc([N+](=O)[O-])c1

(further entries)
CRFBP-R2 agonist	CRFR2-BP antag	PHOSPHO1 inh	pCIP destab	IDE cell activ	MEKK3 PB1 HTS	GalR3 antagonist	M4 PAM	IDE inh	Molecule
0.3	-2	23	-8	-1	105	-3	-11	0	COC(=O)c1ccc(CN2CCCC(C(=O)Nc3cccc(-n4cnnn4)c3)C2)cc1 (centres undefined)
-1.0	11	12	7	-1	96	-1	0	9	Cc1ccc(C(=O)Nc2ccc(-c3csc(C)n3)cc2)cc1
-1.1	5	-10	-14	-5	96	6	-2	6	O=C(N/N=C1\NC(=O)C(CO)(CO)S1)c1ccccc1
-1.6	9	-2	-12	-1	97	1	-3	0	CCn1c(-c2ccc(C(C)(C)C)cc2)n[nH]c1=S
-0.8	-1	nt	nt	5	nt	-6	0	nt	O=C1c2ccccc2C(=O)N1CCc1c(-c2[nH]c3ccccc3c2CCN2C(=O)c3ccccc3C2=O)[nH]c2ccccc12
-0.3	17	-13	7	-3	94	0	-5	2	COc1ccc(N2C(=O)CC(c3ccc(OC(C)C)cc3)C2=O)cc1 (centres undefined)
-0.1	-9	-6	-17	-4	107	-9	-15	3	COc1ccccc1NC(=O)c1ccc(NC(=O)COC(=O)C2(C)CC2(Cl)Cl)cc1 (centres undefined)
17	-4	-49	-5	6	110	0	-10	-1	CC(=O)Oc1ccc(-c2cccc(C(=O)NCCCO)c2)cc1
-0.3	-12	-17	-2	nt	100	-3	-1	0	CC1=NCCN1CCNC(=O)Nc1ccc(C(C)(C)C)cc1
1.4	-21	-6	-7	-2	103	4	2	3	Cc1nc2sc(C(c3cccc(F)c3)N3CCCC(C)C3)c(O)n2n1 (centres undefined)
0.4	-3	8	-8	4	102	-3	-1	2	C/C(NC(=O)c1cccs1)=C1\C(=O)C[C@@H]2[C@H]1C2(C)C
-1.1	-34	-3	5	nt	94	0	-5	5	Cc1ccccc1NC(=O)/C(C#N)=C\c1cn(CC(=O)O)c2ccccc12
1.2	0	16	0	4	90	-4	-19	3	COc1cccc(/C=N/Nc2nc(-c3cccnc3)nc3ccccc23)c1
-2.6	5	32	4	nt	87	-6	-5	0	N#C/C(=C\Nc1ccc(F)c(Cl)c1)C(=O)C1CC1
